RSV antiviral HEp-2: RSV antiviral activity via CPE protection, HEp-2 cells, primary 10 µM value included (AID 2391); one-dose CPE inhibition, % at 10 µM; IC50 in µM for titrated hits; HEp-2 cells, RSV-induced CPE inhibition; higher % means a stronger effect; 0.13% of 310,000 active; in the data active means a potency from the dose series; inconclusive means CPE inhibition mostly from about 23% at the one dose, without a potency; inactive means the rest, 99 in 100 with CPE inhibition below about 21%; further: strong numbers were not always called active
XIAP antagonists: small molecules displacing peptide from XIAP – biochemical, IAP family, fluorescence polarization (AID 1018); XIAP BIR domain, fluorescence polarization peptide displacement; higher % means a stronger effect; displacement, % at 20 µM, or IC50 in µM where a hit was titrated; 0.007% of 200,000 active; in the data active means displacement above about 50%; further: a part of the inactive calls stands beside numbers as strong as those of hits
UTI89 phage lysis: inhibition of K1F phage lysis, E. coli UTI89, bacterial capsule biogenesis inhibitors, alamar blue (AID 488966); inhibition, % at 100 µM, or IC50 in µM where a hit was titrated; E. coli UTI89 K1F phage lysis, alamar blue, 2 h; higher % means a stronger effect; 0.02% of 340,000 active;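 active means phage lysis inhibition, versus mean bacterial control, above a set limit; inconclusive means no clear call, values can overlap the other calls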;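 further: capsule biogenesis inhibitors block K1F phage lysis so surviving cells raise fluorescence; higher fluorescence means more inhibition of phage lysis; actives were called in the ten point dose series up to 300 µM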
ER stress rescue: rescue of cells from ER stress-induced death, primary screen, 384-well, CSM14.1, thapsigargin, ATP luminescence (AID 1222); CSM14.1 thapsigargin-induced death rescue, ATP luminescence; higher % means a stronger effect; cellular ATP content (survival), % at 20 µM, or EC50 in µM where a hit was titrated; 190,000 tested, under 10 active;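 active means EC50 below 50 µM in the dose-response confirmation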;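 further: death triggered by thapsigargin at about 15 µM added after 2 h compound pretreatment; cell ATP read after overnight thapsigargin exposure of roughly 18 to 22 hours; normalized against plate controls of thapsigargin alone and 5% DMSO vehicle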
WT yeast gro inh: growth inhibition of WT yeast, mitochondrial fusion screen; inhibition, % at 10 µM; mitochondrial fusion phenotypic screen, WT strain; 2.1% of 190,000 active; AID 1362; in the data active means inhibition above about 58%; tested in S. cerevisiae
Dengue-2 NS5 capping: flavivirus cap methylation enzyme inhibition – biochemical, confirmation dose response, primary screen (AID 588689) | 0.3% of 340,000 active | Dengue-2 NS5 methyltransferase capping enzyme assay, biochemical; higher % means a stronger effect | inhibition, % at 25 µM; hits with a dose series show IC50 in µM; in the data active means a potency from the dose series; inconclusive means inhibition above about 29% without an active follow-up result
Yfh1-depleted yeast: mitochondrial function rescue without frataxin homolog – Friedreich's ataxia, plus single-dose screen, dose response (AID 1465) | S. cerevisiae Yfh1-off respiration, WST-1 reduction, 72 h; higher fold induction means a stronger effect | fold induction at 50 µM; hits with a dose series show EC50 in µM | 0.074% of 220,000 active;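 active means fold induction of absorbance versus untreated yeast above a set limit, then at least 30% activation at any dose in follow-up; inconclusive means repeats straddling the limit, or above it without dose testing; inactive means fold induction below the set limit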;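 further: activators that raise dye reduction in frataxin-depleted yeast; strong numbers were not always called active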
Large T inhibition: TAg ATPase/helicase activity blockers – biochemical (AID 1903); inhibition, % at 20 µM, or IC50 in µM where a hit was titrated; SV40 large T antigen ATPase/helicase inhibition assay; higher % means a stronger effect; 0.39% of 310,000 active; in the data active means a potency from the dose series; inconclusive means inhibition mostly from about 32% at the one dose, without a potency; inactive means the rest, 99 in 100 with inhibition below about 32%; further: strong numbers were not always called active
West Nile antiviral: West Nile virus antiviral activity, cell-based, CPE readout (AID 1621) | West Nile virus-infected cells, CPE inhibition; higher % means a stronger effect | CPE inhibition, % at 10 µM, or IC50 in µM where a hit was titrated | 0.02% of 290,000 active; in the data active means a potency from the dose series; inconclusive means CPE inhibition mostly from about 3.7% at the one dose, without a potency; inactive means the rest, 99 in 100 with CPE inhibition below about 2.2%; further: strong numbers were not always called active
WT yeast gro inh mutant strain: also measured in WT yeast gro inh; calls as there; inhibition, %; mitochondrial fusion phenotypic screen, mutant strain inhibition
Dengue-2 NS5 capping pilot replicate: second read-out of Dengue-2 NS5 capping, no call of its own (marks repeat the call); inhibition, %; measured here: pilot screen replicate inhibition
The depositor's hits bear a star; i = inactive; ? = inconclusive; / = no result given; [ ] = remark or other dose.

SMILES	RSV antiviral HEp-2	XIAP antagonists	UTI89 phage lysis	ER stress rescue	WT yeast gro inh	WT yeast gro inh mutant strain	Dengue-2 NS5 capping	Yfh1-depleted yeast	Large T inhibition	West Nile antiviral	others
O=C(O)CC/C(=N/NC(=O)CNC(=O)C(c1ccccc1)c1ccccc1)c1ccccc1	-0.3%	/	-0.2%	/	/	/	1%	i	8%	0.1%
O=C(O)COCC(=O)NC1CCN(Cc2ccccc2)CC1	0.8%	/	/	/	/	/	/	i	8%	-0.5%
COCCCNc1nc2nonc2nc1N1CCC(C(C)N2CCOCC2)CC1 (stereo unspecified)	0.4%	0.7%	-2.3%	2.8%	1	-4	-3%	i	23%	-0.7%
O=C(Cc1n[nH]c(=O)c2ccccc12)OCc1c(Cl)cccc1Cl	?	/	0.4%	/	/	/	3%	i	8%	-0.8%
COc1ccc(C(C(=O)NCCC(C)C)N(CCCO)C(=O)c2snc(C(N)=O)c2N)cc1OC (stereo unspecified)	0.3%	/	0.3%	/	/	/	-7%	/	6%	-0.1%
CN(C)CC(=O)N1CCc2ccccc2C1	-0.7%	0.5%	-0.6%	1.5%	4	-8	-6%	i	6%	-0.1%
O=C(Cc1cccc2ccccc12)Nc1ccc(Br)cc1C(=O)O	?	/	0.2%	/	/	/	3%	/	26%	0.0%	Dengue-2 NS5 capping pilot replicate=-4.3
CCOC(=O)c1cnc2c(cnn2C)c1NCCCn1ccnc1	0.0%	-5.1%	0.1%	0.7%	-14	13	-1%	i	1%	-0.9%
COc1ccc(OC)c(/C=N/Nc2nncn2/N=C/c2cc(OC)ccc2OC)c1	3.0%	-0.7%	0.1%	-3.0%	-3	-9	1%	i	13%	-0.3%
O=C(CCNC(=O)c1ccccc1Cl)NCC1CCCO1 (stereo unspecified)	2.4%	/	1.3%[50 µM]	/	/	/	5%	/	21%	/
CC(=O)n1cc(/C=N/NC(N)=S)c2ccccc21	1.4%	-3.0%	0.1%	0.4%	10	12	-5%	i	30%	0.6%
N#CC(C#N)=Cc1ccc(-c2ccc(S(=O)(=O)N=C(N)N)cc2)o1	3.1%	1.4%	7.4%	-1.1%	4	3	-12%	i	7%	-0.5%
CC(C)CN1CCC(C(=O)N2CCN(c3ccccc3F)CC2)CC1	2.1%	-0.9%	-1.8%	-1.3%	-6	-7	4%	i	8%	-0.1%
CC(C)CC(C(=O)O)N(Cc1ccccc1)Cc1ccccc1 (stereo unspecified)	0.2%	-3.4%	0.7%	-1.9%	-13	-8	1%	i	-5%	0.4%
COc1ccc(C(=O)NNC(=O)c2ccccc2[N+](=O)[O-])cc1[N+](=O)[O-]	1.1%	-2.1%	0.4%	-0.3%	-13	0	-2%	i	12%	-0.1%
CCc1ccccc1NC(=O)CCS(=O)(=O)c1ccc(C)cc1	1.0%	/	0.1%	/	/	/	3%	/	27%	-0.2%
Cc1ccc(OCC(=O)N2CCc3ccccc3C2)c(Br)c1	14%	/	0.5%[50 µM]	/	/	/	-4%	/	6%	-0.2%
CCCN(CCC)CCCNC(=S)Nc1ccc2nc3n(c(=O)c2c1)CCCCC3	-0.8%	-1.3%	0.6%[50 µM]	0.7%	7	-18	-6%	i	9%	-1.4%
CCn1c(SCc2ccc(F)cc2)nnc1-c1nn(-c2ccccc2)ccc1=O	5.5%	1.5%	1.3%	-2.6%	-16	-6	-7%	i	5%	-0.3%
Cc1nnc(SCc2cccc([N+](=O)[O-])c2)[nH]c1=O	1.9%	-4.2%	0.0%	-0.1%	-9	-4	2%	i	9%	-0.1%
COC(=O)c1cc(NC(=O)CC2SCCNC2=O)cc(C(=O)OC)c1 (stereo unspecified)	1.9%	-3.3%	0.3%	3.1%	22	26	/	i	17%	0.1%
Cn1c2c(c(=O)n(C)c1=O)C(c1ccccc1Cl)C(C#N)=C(N)O2 (stereo unspecified)	1.5%	/	0.7%	/	/	/	-2%	i	19%	-0.1%
O=C(c1ccccc1F)N1CCC(O)(c2cccnc2)CC1	1.7%	-3.9%	1.4%	-2.9%	13	20	-7%	i	19%	0.3%
COC(=O)c1cc(-c2c(C)oc3cc(OC(C)C)ccc3c2=O)c(C)o1	18%	-7.8%	2.2%	-3.9%	6	-10	1%	i	19%	-0.9%
N=C(N)SCc1nc2ccccc2c(=O)n1-c1ccccc1Cl	1.1%	-0.4%	2.7%	-2.1%	9	10	-18%	i	8%	0.1%
COc1ccc(C(=O)CC(=O)C(=O)Nc2ccc(Cl)cc2)cc1	-0.6%	/	0.4%	/	/	/	6%	/	3%	-1.3%
Cn1c(=O)oc2cc(S(=O)(=O)N3CCC(C(=O)N4CCc5ccccc5C4)CC3)ccc21	4.0%	8.2%	-1.7%	1.4%	7	15	-3%	/	-2%	/
COC(=O)c1nnc(-c2ccccc2)nc1OC	-0.1%	-0.9%	0.1%	-1.3%	-2	13	2%	i	2%	0.3%
O=C(COc1cccc(C(F)(F)F)c1)N1CCN(c2ccc(O)cc2)CC1	13%	-1.4%	0.8%	0.7%	-2	-9	-7%	i	9.7µM*	-1.6%
COc1ccccc1N1CCN(C(=O)/C=C/c2cccc([N+](=O)[O-])c2)CC1	5.9%	/	0.9%	/	/	/	-4%	i	8%	-0.6%
CN(C)c1ccc(C(=O)Nc2ccc(O)c3c(=O)cc(-c4ccccc4Cl)oc23)cc1	3.4%	/	1.0%	/	/	/	0%	i	18%	-0.2%
COC(=O)c1ccccc1NC(=O)c1ccccc1OC	13%	-3.9%	0.5%	0.1%	2	23	4%	i	3%	0.4%
CCn1c(=O)c(CCC(=O)NCCN2CCOCC2)c(C)c2c(C)nn(-c3cccc(C)c3)c21	3.6%	/	-0.2%	/	/	/	0%	/	3%	0.0%
CC(=O)Nc1c2c(nn1-c1ccccc1)CS(=O)C2 (stereo unspecified)	3.0%	/	-0.2%	/	/	/	-6%	/	3%	0.1%
CN1CCN(Cc2c(C#N)c3ccccc3n2C)CC1	-0.5%	-7.6%	0.6%	-1.8%	-17	18	-8%	i	2%	-0.4%
COc1ccc(-c2c(-c3ccccc3)c(C(=O)C(=O)NCCCN(C)C)n3ccc4cc(OC)c(OC)cc4c23)cc1OC	-0.7%	/	-0.2%	/	/	/	-3%	/	14%	-3.3%
Oc1ccc(/C=N/NC(=S)Nc2cccnc2)c(O)c1	9.3%	-6.2%	-5.3%	-5.6%	-13	-4	-4%	i	?	-0.8%
COc1ccc(S(=O)(=O)N(C)CC(=O)N2CCCCCC2)cc1OC	-0.2%	-15%	-0.1%	-2.1%	-8	-1	-1%	i	-1%	0.7%
O=C(/C=C/c1cccc(Cl)c1)NCc1ccccc1	1.9%	-1.1%	0.1%	-1.2%	16	-38	-4%	i	4%	0.0%
N#CCCN(C(=O)CSc1ccc2c(c1)OCCO2)c1ccccc1	1.0%	-1.1%	0.4%	1.8%	18	30	-4%	i	1%	-0.2%
Cc1nc2ccc(NC(=O)c3ccc([N+](=O)[O-])cc3)cc2[nH]1	0.5%	/	0.4%	/	/	/	1%	/	11%	-0.7%
Cc1ccc(/C=N\NC(=O)c2csnn2)cc1	0.8%	-4.2%	0.1%[50 µM]	-3.9%	-19	-3	-3%	i	19%	0.5%
Cc1[nH]c(=S)[nH]c(=O)c1CCC1OCCO1	7.3%	/	0.3%	/	/	/	-29%	i	6%	0.5%
CCSc1nc(C)cc(C)c1S(=O)(=O)c1ccccc1C	3.0%	-2.5%	0.0%	0.0%	23	35	-1%	i	7%	-0.1%
COc1cc(NC(=O)c2ccccc2)c(OC)cc1NC(=O)CSc1[nH]c(=O)cc(C)c1C#N	3.1%	/	0.8%	/	/	/	-2%	/	-2%	1.8%
O=c1c2ccccc2ncn1-c1ccccc1[N+](=O)[O-]	1.0%	/	0.0%	/	/	/	-6%	/	8%	0.2%	Dengue-2 NS5 capping pilot replicate=-5.5
Cc1ccc(NC(=S)N2CCN(S(C)(=O)=O)CC2)cc1	2.0%	/	0.0%	/	/	/	2%	/	8%	0.7%
O=S(=O)(NCCC1=CCCCC1)c1ccc(F)cc1	2.3%	/	1.1%[50 µM]	/	/	/	-2%	/	17%	-1.0%

Entries from the list above that contain bromine (2):
SMILES	RSV antiviral HEp-2	XIAP antagonists	UTI89 phage lysis	ER stress rescue	WT yeast gro inh	WT yeast gro inh mutant strain	Dengue-2 NS5 capping	Yfh1-depleted yeast	Large T inhibition	West Nile antiviral	others
O=C(Cc1cccc2ccccc12)Nc1ccc(Br)cc1C(=O)O	?	/	0.2%	/	/	/	3%	/	26%	0.0%	Dengue-2 NS5 capping pilot replicate=-4.3
Cc1ccc(OCC(=O)N2CCc3ccccc3C2)c(Br)c1	14%	/	0.5%[50 µM]	/	/	/	-4%	/	6%	-0.2%

Next part
SMILES	RSV antiviral HEp-2	XIAP antagonists	UTI89 phage lysis	ER stress rescue	WT yeast gro inh	WT yeast gro inh mutant strain	Dengue-2 NS5 capping	Yfh1-depleted yeast	Large T inhibition	West Nile antiviral	others
Cc1oc(-c2ccccc2Cl)[n+]([O-])c1C	0.8%	-2.5%	-0.8%	-0.2%	-8	-2	-12%	i	8%	14%
COC(=O)c1ccc(Cn2cc(C(F)(F)F)cc([N+](=O)[O-])c2=O)cc1	1.7%	-0.4%	-1.2%	0.6%	15	13	-6%	i	8%	-0.8%
CCOC(=O)c1ccccc1NC(=O)c1cc(S(=O)(=O)N2CCOCC2)ccc1F	2.1%	-2.6%	0.4%	-2.6%	0	-15	-4%	i	4%	0.2%
COc1ccc(C(=O)NCCNc2ncc(C(F)(F)F)cc2Cl)cc1[N+](=O)[O-]	?	/	-0.3%	/	/	/	-3%	/	6%	-0.9%
CCOC(=O)c1cnc2ccc(C(=O)OC)cc2c1NCCc1ccc(OC)c(OC)c1	1.0%	-0.4%	3.7%	-1.1%	-4	3	-2%	i	5%	-1.3%
CCOc1ccc(-n2c(=O)c3sccc3n(CC(=O)NCC3CCCO3)c2=O)cc1 (stereo unspecified)	0.5%	/	0.2%	/	/	/	-2%	/	4%	0.2%
CCC(Oc1ccccc1)C(=O)Nc1nnc(C)s1 (stereo unspecified)	0.5%	0.5%	-0.9%	4.9%	9	-12	-9%	i	7%	-0.5%
CC(C)(C)NC(=O)C1CCC(C)(C(=O)O)C1(C)C (stereo unspecified)	-0.1%	-9.5%	0.1%	/	-9	6	-1%	i	-4%	-0.2%	Dengue-2 NS5 capping pilot replicate=-5.6
COc1ccccc1NC(=O)c1sc2ncn(Cc3ccc(C)cc3)c(=O)c2c1C	0.4%	-4.3%	0.9%	-0.7%	-25	-25	-3%	i	3%	-1.0%
CCOc1ccc(-n2c(SCC)nc3c(c2=O)SCC3)cc1	1.1%	-1.9%	0.3%	-3.1%	-20	-4	-7%	i	2%	0.7%
COc1ccc(CCn2c(=O)[nH]c3cc(C(=O)N4CCN(c5ccccc5)CC4)ccc3c2=O)cc1OC	0.1%	-0.8%	2.7%	-4.5%	-3	-7	-1%	i	1%	-0.6%

Screening data: PubChem BioAssay, several laboratories
